NCI-60 one-dose screen, 48 h, at 10 µM unless noted. Numbers give growth in % (100 = growth as untreated, 0 = no growth, -100 = all killed).
DU-145 – DU-145 prostate cancer | 4.2% of 81,000 active | AID 1794760
SK-OV-3 – SK-OV-3 ovarian cancer cells; 3.2% of 80,000 active; AID 1794785
OVCAR-8 – OVCAR-8 ovarian cancer; 4.4% of 81,000 active; AID 1794782
OVCAR-4 – OVCAR-4 ovarian cancer cells; 3.7% of 80,000 active; AID 1794784
OVCAR-5 – OVCAR-5 ovarian cancer; 2.9% of 82,000 active
NCI/ADR-RES – NCI/ADR-RES ovarian cells. 4.4% of 81,000 active
IGROV1 – IGROV1 ovarian cancer | 4.7% of 79,000 active | AID 1794786
OVCAR-3 – OVCAR-3 ovarian cancer; 7% of 79,000 active; AID 1794787
An asterisk follows results filed as active; · = not tested or not shown. Rule for the calls: active = growth percent below 10; inactive = the rest.

Every second line gives: DU-145	SK-OV-3	OVCAR-8	OVCAR-4	OVCAR-5	NCI/ADR-RES	IGROV1	OVCAR-3
- COC(C)(c1ccccc1)c1ccc(-c2ccccc2)cc1 (stereo not drawn)
  108	96	108	107	109	101	93	109
- CCN(CCO)c1ccccc1
  120	93	94	99	·	·	106	124
- CCN(CC)c1ccc(CCc2ccc(N(CC)CC)cc2N)c(N)c1
  106	97	98	89	95	95	91	102
- Nc1nc(N)c2[nH]c(N=Nc3ccc(N(CCO)CCO)cc3)nc2n1
  109	106	106	101	101	108	113	·
- O=C(O)c1cc(I)cc(I)c1O
  107	112	101	100	94	102	98	102
- CCCCCCC#Cc1ccc(S(=O)(=O)Nc2cccc(-c3csc(NC(C)=O)n3)c2)cc1
  85	111	74	86	104	69	87	86
- COc1cccc(C(=O)O)c1
  116	111	108	117	97	103	103	118
- COc1cc(C)cc2oc3oc(=N)c(-c4csc(-c5c[nH]c6ccccc56)n4)cc3c(=O)c12
  111	109	97	97	102	99	102	106
- O=C(COc1ccccc1)NCCO
  123	98	104	103	96	97	96	107
- O=C(Nc1cccc(Cl)c1)Nc1nc2ccccc2s1
  161	91	99	79	93	83	70	90
- COc1cc(-c2nc3ccccc3[nH]2)ccc1OCC(=O)NN
  106	95	101	104	102	99	90	98
- N#Cc1c(NC(=O)Nc2ccc(F)cc2F)sc(=S)c2c1CCCC2
  96	93	86	73	102	59	94	89
- Nc1nccc2c1ccn2-c1cccc(NC(=O)Nc2ccc(Cl)c(Cl)c2)c1
  68	86	77	97	74	88	73	82
- O=[N+]([O-])c1ccc(-c2nc3ccc(-c4n[nH]c(=S)o4)cc3[nH]2)cc1
  103	98	94	103	107	107	103	109
- CCC(CS(=O)(=O)O)[N+](=O)[O-] (stereo not drawn)
  105	108	101	104	99	112	120	105

Every second line gives: DU-145	SK-OV-3	OVCAR-8	OVCAR-4	OVCAR-5	NCI/ADR-RES	IGROV1	OVCAR-3
- CCOC(=O)C1CCN(c2oc(Cc3ccccc3)nc2P(=O)(OCC)OCC)CC1
  104	99	99	93	97	100	103	100
- CC1(c2ccccc2)NC(=O)NC1=O (stereo not drawn)
  125	107	103	115	109	114	105	121
- O=C(CNC1CCCCC1)Nc1ccc(-c2nc3ccccc3s2)cc1
  89	91	99	84	95	89	100	94
- Cc1ccc(C2=NN(c3ccc(S(N)(=O)=O)cc3)C(c3cn(-c4ccccc4)nc3-c3ccccc3)C2)cc1 (stereo not drawn)
  66	93	86	105	115	91	89	56
- CC(C)n1c(=O)[nH]c(=O)n1C(C)C
  110	99	106	108	101	108	105	109
- CCCCCCN(CCCCCC)CCCNc1nccc2ccccc12
  27	42	12	23	38	19	13	-6.3*
- COc1ccccc1OC(=O)c1ccccc1
  109	106	133	107	108	115	140	111
- CCCCCN(/C=C\c1cc(Cl)ccc1OC)CCCCC
  105	109	104	103	89	97	96	101
- O=[N+]([O-])c1ccc(-c2nnc(Cn3c(Cc4cccc5ccccc45)nc4ccccc43)o2)cc1
  87	95	81	62	88	58	90	77
- Cn1c(=O)c2[nH]c(CCC3CCCC3)nc2n(C)c1=O
  110	100	101	97	100	101	131	107
- O=C(c1coc(=O)c(-c2ccc(F)cc2)c1)c1ccccc1O
  94	109	113	105	89	110	·	101
- O=c1[nH][nH]c(=O)c2nc3ccccc3nc12
  109	119	99	105	111	107	112	107
- CC(=O)c1c(C)n(-c2ccc3c(c2)OCO3)c2c1c(-c1ccc3c(c1)OCO3)nc1ccccc12
  91	90	84	79	100	86	78	86
- O=[N+]([O-])c1cc2c(cc1Br)C1C(C3C2C(Cl)(Cl)C(Cl)=C(Cl)C3(Cl)Cl)C(Cl)(Cl)C(Cl)=C(Cl)C1(Cl)Cl (stereo not drawn)
  108	101	97	102	102	94	102	96
- O=C1OC(c2ccc(Cl)c(Cl)c2)=C/C1=C/c1ccccc1
  113	111	108	105	111	103	108	114

Every second line gives: DU-145	SK-OV-3	OVCAR-8	OVCAR-4	OVCAR-5	NCI/ADR-RES	IGROV1	OVCAR-3
- N#Cc1ccc(C(=O)C[n+]2ccn(CC(=O)Nc3cccc4cccnc34)c2)cc1
  99	104	111	83	102	104	91	102
- O=S(=O)(NCCCNc1cc(-c2cn(-c3ccccc3)nc2-c2ccccc2)ccn1)c1cccc2ccccc12
  67	74	63	48	80	59	86	71
- NC1=NC(c2ccc(O)cc2)c2c(n[nH]c2N)N1 (stereo not drawn)
  114	102	97	·	115	96	85	88
- COc1cc(/C=N\NC(=O)c2ccncc2)ccc1O
  108	105	98	97	102	101	113	109
- C(=C\c1cc(/C=C/c2ccccc2)c2ccccc2n1)/c1ccccc1
  101	121	78	99	136	70	118	103
- CC(C)n1cc(C(C)(C)C)nc1SSc1nc(C(C)(C)C)cn1C(C)C
  119	108	107	137	107	113	116	110
- O=C1CCC2(CCC(=O)O2)O1
  109	104	98	109	101	113	103	105
- OC(c1cc(C23CC4CC(CC(C4)C2)C3)nc2c(Cl)cc(Cl)cc12)C1CCCCN1 (stereo not drawn)
  -94*	-10*	-54*	-78*	-56*	-51*	-62*	-90*
- O=C(Cn1cc(CSc2nnc3oc4ccccc4n23)nn1)Nc1ccc(F)cc1
  108	73	100	89	94	86	100	105
- O=C1CCC(=O)N1CN1CCN(c2cc(=O)n(-c3ccccc3)c3ccccc23)CC1
  108	111	105	107	111	100	99	107
- O=C(O)c1ccc(-n2cc(CNc3ccc(C(F)(F)F)cc3)c(-c3ccccc3)n2)cc1
  96	103	80	95	119	101	111	96
- CCC1(C)CC(C)(C)c2cc([N+](=O)[O-])c(C)c([N+](=O)[O-])c21 (stereo not drawn)
  108	95	101	100	90	99	108	101
- O=C(O)c1ccccc1Nc1cccc(Cl)c1
  98	98	99	96	110	105	103	97
- CCCC(CCC)NC(CC)CO (stereo not drawn)
  117	107	108	111	94	110	104	114
- Cc1cccc[n+]1CCC[n+]1ccccc1C
  111	76	105	110	109	106	107	112

Every second line gives: DU-145	SK-OV-3	OVCAR-8	OVCAR-4	OVCAR-5	NCI/ADR-RES	IGROV1	OVCAR-3
- Cn1cc(-c2nc3ccccc3[nH]2)c2cccnc21
  104	90	97	97	103	98	90	111
- O=c1c2cc3ccncc3n2c(=O)c2cc3ccccc3n12
  110	101	99	96	104	104	90	106
- Cc1ccc(S(=O)(=O)NCCCNc2nccc(-c3c(-c4cccc(N)c4)nc4sccn34)n2)cc1
  92	75	62	71	135	84	50	85
- Cc1cccc(C)c1C(=N)c1ccccc1Cc1ccccc1
  123	102	91	85	107	100	93	108
- O=C(Nc1ccccc1)Nc1ccc([N+](=O)[O-])cc1
  77	103	76	60	98	78	89	64
- c1ccc(N2CCN(c3nncc4ccccc34)CC2)nc1
  99	104	98	109	105	109	116	100
- O=C(/C=C/c1c2ccccc2cc2ccccc12)c1ccc(F)cc1
  113	86	99	113	90	95	80	107
- O=c1[nH][nH]c(Nc2ccccc2)c1N=Nc1ccc(Cl)cc1
  110	89	108	94	109	102	105	85
- O=C(CN1CCOCC1)NNc1ncnc2ccccc12
  102	107	102	96	69	104	79	65
- Cc1nc(C)c(F)c(=O)[nH]1
  106	104	98	103	102	103	99	100
- COc1ccc(C(=O)NC(c2ccc(Cl)cc2Cl)c2cc(Cl)c3cccnc3c2O)cc1 (stereo not drawn)
  105	96	99	83	107	83	96	92
- Cc1ccccc1NCc1ccccc1
  107	101	110	95	108	103	115	113
- O=C(O)Cc1ccc2c3c(cccc13)CC2
  106	107	106	107	98	96	100	101
- COc1ccc2cn3c4ccc(O)cc4[nH]c(=O)c3c2c1
  11	-1.1*	13	-2.7*	21	-39*	18	-7.2*
- CCCC1(/C=N/NC(N)=S)NC(=O)NC1=O (stereo not drawn)
  106	92	101	107	102	105	104	111

Rewritten bar-delimited: 5 of the compounds above.
compound | DU-145 | SK-OV-3 | OVCAR-8 | OVCAR-4 | OVCAR-5 | NCI/ADR-RES | IGROV1 | OVCAR-3
Cc1ccc(S(=O)(=O)NCCCNc2nccc(-c3c(-c4cccc(N)c4)nc4sccn34)n2)cc1 | 92 | 75 | 62 | 71 | 135 | 84 | 50 | 85
Cc1cccc(C)c1C(=N)c1ccccc1Cc1ccccc1 | 123 | 102 | 91 | 85 | 107 | 100 | 93 | 108
O=C(Nc1ccccc1)Nc1ccc([N+](=O)[O-])cc1 | 77 | 103 | 76 | 60 | 98 | 78 | 89 | 64
c1ccc(N2CCN(c3nncc4ccccc34)CC2)nc1 | 99 | 104 | 98 | 109 | 105 | 109 | 116 | 100
O=C(/C=C/c1c2ccccc2cc2ccccc12)c1ccc(F)cc1 | 113 | 86 | 99 | 113 | 90 | 95 | 80 | 107

(further entries)
Every second line gives: DU-145	SK-OV-3	OVCAR-8	OVCAR-4	OVCAR-5	NCI/ADR-RES	IGROV1	OVCAR-3
- N#CCNc1ccccc1N
  106	84	93	97	109	95	89	101
- N#C/C(=C\c1ccc(N2CCCCC2)cc1)C(=O)Nc1sc2c(c1C#N)CCCC2
  102	97	100	98	93	95	100	·
- NS(=O)(=O)c1ccc(CN=C2NC(=O)S/C2=C\c2ccc(Br)cc2)cc1
  111	94	106	112	94	105	97	106
- CCOC(=O)Nc1cc(Cl)ccc1O
  85	95	81	95	94	100	99	87
- CCC(C)C(NC(=O)CCN1C(=O)/C(=C/C(C)=C/c2ccccc2)SC1=S)C(=O)O (stereo not drawn)
  118	94	112	101	128	115	115	105
- COc1ccc(Cl)cc1NC(=O)C(Br)C(Br)C(=O)O (stereo not drawn)
  97	101	45	30	122	-14*	-14*	9.7*
- CCCCCc1ccc(S(=O)(=O)N(C(C)=O)c2cccc(-c3csc(N(CCN4CCN(C)CC4)C(C)=O)n3)c2)cc1
  42	100	61	47	92	48	47	·
- O=S(=O)(O)c1cc(N=Nc2ccc(O)cc2)ccc1/C=C/c1ccc(N=Nc2ccc(O)cc2)cc1S(=O)(=O)O
  122	108	104	105	112	104	·	119
- O=[N+]([O-])c1nccn1CC(O)CCN1CCOCC1 (stereo not drawn)
  112	89	93	100	106	104	·	113
- C[C@H]1[C@H](C)CC[C@]2(C(=O)NC3CCCCC3)CC[C@]3(C)C(=CC[C@@H]4[C@@]5(C)Cc6c([nH]c7ccccc67)C(C)(C)[C@@H]5CC[C@]43C)[C@H]12
  119	96	101	103	101	102	110	119
- CCOc1ccccc1/C=C1\NC(=O)NC1=O
  108	99	99	120	121	106	104	111
- CC(=O)OC1C(C)C2CCC13CCC(C)CC23 (stereo not drawn)
  101	92	100	107	89	107	89	100
- O=C(c1ccccc1)c1c(/C=C/c2ccc(Cl)cc2)nc2ccccc2c1/C=C/c1ccc(Br)cc1
  107	100	98	100	94	99	94	99
- CCn1c(C)nc([N+](=O)[O-])c1Sc1nc(N)nc2nc[nH]c12
  24	5.3*	24	47	32	25	78	24
- CN1CCc2nc3sc(C(=O)c4ccccc4)c(N)c3cc2C1
  95	94	91	101	92	88	88	93

Every second line gives: DU-145	SK-OV-3	OVCAR-8	OVCAR-4	OVCAR-5	NCI/ADR-RES	IGROV1	OVCAR-3
- CCc1ccc(N(C(=O)C2CC2c2ccc(F)c(F)c2)C(C(=O)NC(C)(C)C)c2cc3cc(Br)ccc3nc2Cl)cc1 (stereo not drawn)
  112	93	98	101	104	95	102	108
- c1ccn(CCc2ccncc2)c1
  116	109	102	128	101	110	117	114
- CC(=O)Oc1c(C2=NN(C(C)=O)C(c3ccc(Cl)cc3)O2)sc2nnc(-c3ccccc3)c(-c3ccccc3)c12 (stereo not drawn)
  114	98	101	·	95	85	·	96
- COc1cnc2c(c1)C(=O)c1c-2n(CCCNC(C)C)c(=O)c2cc(F)ccc12
  -8.5*	-33*	-14*	-0.2*	-26*	-16*	-5.2*	-30*
- O=C(Cc1ccccc1)Nc1nnc(OC2CCN(c3nnc(NC(=O)Cc4ccccc4)s3)CC2)s1
  77	33	81	71	80	93	83	78
- COC1=CC(c2ccc[nH]2)=N/C1=C\c1[nH]c(C)c(C(=O)CCC(=O)Oc2ccc3c(c2)CCC2C3CC[C@]3(C)C(=O)CC[C@@H]23)c1C (stereo partly drawn)
  28	85	81	68	56	82	80	89
- CCN(CC)CCNC(=O)Nc1ccc(Oc2ncnn3cc(C(C)(C)O)c(C)c23)cc1Cl
  98	105	97	91	103	100	100	119
- Cc1cc(C)c2c(N)c(C(=O)c3ccc4ccccc4c3)sc2n1
  ·	107	91	102	88	94	132	115
- O=C1OC(c2ccccc2)=C/C1=C/c1ccc([N+](=O)[O-])cc1
  ·	97	126	88	103	105	94	115
- CC(C)C(C(=O)O)n1c(O)c(/C=C2/C=c3cc4c(cc3=NC2=O)OCCO4)sc1=S (stereo not drawn)
  104	109	106	97	113	96	107	105
- COc1ccc(S(=O)(=O)N2CCN(Cn3nc(-c4cc(OC)c(OC)c(OC)c4)oc3=S)CC2)cc1
  87	91	90	94	88	94	90	85
- Cc1ccc([N+](=O)[O-])c(C(=O)Nc2ccc(-c3ccc4c(c3)NC(=O)/C4=C\c3ccc[nH]3)cc2)c1
  10	109	26	34	55	38	54	41
- CCN1C(=O)CSC1=Nc1ccc(Cl)c(Cl)c1
  103	·	91	98	93	101	86	100
- FC(F)(F)c1cccc(CCC2CCCC2C2CC2)c1 (stereo not drawn)
  112	105	111	105	107	111	105	109

5 compounds from above, arranged by formula weight, rising.
Every second line gives: DU-145	SK-OV-3	OVCAR-8	OVCAR-4	OVCAR-5	NCI/ADR-RES	IGROV1	OVCAR-3
- c1ccn(CCc2ccncc2)c1
  116	109	102	128	101	110	117	114
- CCN1C(=O)CSC1=Nc1ccc(Cl)c(Cl)c1
  103	·	91	98	93	101	86	100
- COc1cnc2c(c1)C(=O)c1c-2n(CCCNC(C)C)c(=O)c2cc(F)ccc12
  -8.5*	-33*	-14*	-0.2*	-26*	-16*	-5.2*	-30*
- COc1ccc(S(=O)(=O)N2CCN(Cn3nc(-c4cc(OC)c(OC)c(OC)c4)oc3=S)CC2)cc1
  87	91	90	94	88	94	90	85
- COC1=CC(c2ccc[nH]2)=N/C1=C\c1[nH]c(C)c(C(=O)CCC(=O)Oc2ccc3c(c2)CCC2C3CC[C@]3(C)C(=O)CC[C@@H]23)c1C (stereo partly drawn)
  28	85	81	68	56	82	80	89

Screening results from PubChem.
